# Screening data as filed in PubChem BioAssay.
# Tau fibril ThT: qHTS for Inhibitors of Tau Fibril Formation, Thioflavin T Binding; Microtubule-associated protein tau (Homo sapiens), P10636; recombinant tau K18 P301L, heparin-induced fibrillization, ThT fluorescence; Potency, µM (top dose mostly 57.4 µM), for the others: at the top dose activity, negative = inhibition, usual class: inhibitors; 2.1% of 270,000 active; AID 1460, 2008; further: on the % scale 0 is the no-effect control and ±100 the full control effect; nearly all actives have a fitted effect of over 55% in size
# Target sequence (P10636 561-689 P618L limits assumed): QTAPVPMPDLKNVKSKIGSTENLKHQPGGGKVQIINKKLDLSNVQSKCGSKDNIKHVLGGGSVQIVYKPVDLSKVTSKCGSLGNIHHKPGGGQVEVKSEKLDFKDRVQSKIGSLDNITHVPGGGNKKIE
#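 ThT emission at 510 nm, taken 1 hr after adding 30 uM dye, quantifies aggregates formed when 20 uM heparin acts on human tau K18 P301L for 6 hr at 37 C.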
# Tau fluor cs: Counterscreen qHTS for Inhibitors of Tau Fibril Formation, Fluorescence Polarization. tau K18 P301L Alexa594 fluorescence, heparin fibrillization. Potency, µM (titrated, usually from 57.7 µM), for inactives: top-dose activity change, negative = decrease. 0.93% of 280,000 active. AID 1463, 2008; further: on the % scale 0 is the no-effect control and ±100 the full control effect; nearly all actives have a fitted effect of over 55% in size
#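 Human tau K18 P301L (15 uM unlabeled, 0.24 uM Alexa 594-labeled) in 100 mM sodium acetate pH 7 with 20 uM heparin, 6 hr at 37 C. ThT 30 uM added, 1 hr ambient; Alexa 594 FP and total fluorescence read at 555/632 nm.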
# SMN2 splice up: qHTS Assay for Enhancers of SMN2 Splice Variant Expression; Potency, µM (highest dose often 46.1 µM), inactives show at the top dose activity change, positive = activation, usual class: activators; 2.8% of 210,000 active; HEK293 SMN2-luciferase splicing reporter, luminescence, 30-36 h; further: % of control where 0% means no effect; nearly all actives have a fitted effect of over 55% in size
#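 qHTS luciferase splicing reporter: luminescence rises when SMN2 exon 7 is included in transfected HEK293 cells. Compound exposure lasted 30-36 h at 37C, with 4.5 mM final sodium butyrate as control, followed by a ONE-Glo read.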
# HTT aggregate: qHTS Multiplex Assay to Identify Dual Action Probes in a Cell Model of Huntington: Aggregate Formation (GFP). AID 1688, 2009. 1.1% of 220,000 active. Potency, µM (top dose mostly 46.1 µM), inactives show at the highest dose activity change, negative = inhibition, actives largely listed as inhibitors. PC12 HttQ103-GFP aggregates, Acumen cytometry, 40 h; further: on the % scale 0 is the no-effect control and ±100 the full control effect; nearly all actives have a fitted effect of over 60% in size
#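 Steps: seed 1500 PC12 HTTQ103-GFP cells/well; add tebufenozide, 100 nM final; add compound titration; add ATPLite reagent; quantify GFP aggregates by laser scanning cytometry.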
# ALDH1A1 inh: qHTS Assay for Inhibitors of Aldehyde Dehydrogenase 1 (ALDH1A1); AID 1030, 2008; Potency, µM (highest dose often 75.3 µM), for inactives: top-dose activity, negative = inhibition, usual class: inhibitors; Aldehyde dehydrogenase 1A1 (Homo sapiens), P00352; 7.3% of 220,000 active; Purified ALDH1A1, NADH fluorescence, propionaldehyde substrate; active means well fitted inhibition curve with a large enough effect, not every such curve was filed as active; inconclusive means small, poorly fitted or top-dose-only effect, or another doubt; inactive means no such curve, though single readings can be large or run the other way;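 further: plate controls were no enzyme wells and a reference inhibitor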
# Target sequence (P00352 whole entry, looked up): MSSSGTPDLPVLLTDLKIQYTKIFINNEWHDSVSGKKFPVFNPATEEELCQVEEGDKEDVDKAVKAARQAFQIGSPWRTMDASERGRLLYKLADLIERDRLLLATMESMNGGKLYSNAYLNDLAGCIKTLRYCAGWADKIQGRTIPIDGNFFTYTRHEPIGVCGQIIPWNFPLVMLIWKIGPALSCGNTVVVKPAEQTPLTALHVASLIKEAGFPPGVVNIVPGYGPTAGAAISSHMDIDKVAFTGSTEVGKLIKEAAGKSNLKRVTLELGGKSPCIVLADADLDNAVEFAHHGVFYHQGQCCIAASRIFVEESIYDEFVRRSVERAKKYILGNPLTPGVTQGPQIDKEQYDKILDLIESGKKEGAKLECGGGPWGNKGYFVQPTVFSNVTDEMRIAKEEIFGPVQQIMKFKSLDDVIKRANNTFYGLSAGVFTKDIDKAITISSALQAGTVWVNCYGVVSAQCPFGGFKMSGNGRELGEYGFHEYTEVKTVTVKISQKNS
# KDM4E inh: qHTS Assay for Inhibitors of Human Jumonji Domain Containing 2E (JMJD2E) | AID 2147, 2009 | JMJD2E catalytic domain, FDH-coupled NADH fluorescence (FDH is formaldehyde dehydrogenase) | Potency, µM (series often up to 57.1 µM), inactives show top-dose activity change, negative = inhibition, most hits filed as inhibitors | 1.6% of 230,000 active; active means well fitted inhibition curve with a large enough effect, not every such curve was filed as active; inconclusive means small, poorly fitted or top-dose-only effect, or another doubt; inactive means no such curve, though single readings can be large or run the other way;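 further: 0% = wells with enzyme and -100% = buffer wells without enzyme; nearly all actives have a fitted effect of over 50% in size; many of its hits are not listed in these tables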
# Target sequence (B2RXH2 1-337 limits assumed): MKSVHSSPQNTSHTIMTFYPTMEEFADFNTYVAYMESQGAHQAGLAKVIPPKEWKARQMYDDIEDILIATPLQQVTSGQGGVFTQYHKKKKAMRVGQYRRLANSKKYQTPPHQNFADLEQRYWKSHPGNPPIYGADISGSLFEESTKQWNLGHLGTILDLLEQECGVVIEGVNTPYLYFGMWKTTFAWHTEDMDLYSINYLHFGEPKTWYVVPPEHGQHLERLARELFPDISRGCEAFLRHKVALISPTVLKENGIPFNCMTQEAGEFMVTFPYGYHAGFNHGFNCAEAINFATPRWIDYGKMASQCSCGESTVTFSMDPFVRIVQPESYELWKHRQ
# HTT cytoprotect: qHTS Multiplex Assay to Identify Dual Action Probes in a Cell Model of Huntington: Cytoprotection (ATP); PC12 HTT-Q103 induced, cytoprotection, ATP luminescence, 40 h; Potency, µM (titrated, usually from 56.4 µM), for inactives: cytoprotection (ATP increase), hits mostly activators; 0.14% of 230,000 active; AID 1471, 2008;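 further: % of control where 0% means no effect; nearly all actives have a fitted effect of over 45% in size; toxic huntingtin expression switched on by the ecdysone agonist tebufenozide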
#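 Compounds added alongside 100 nM tebufenozide, which induces toxic Q103 huntingtin exon 1-GFP in stable PC12 cells; surviving cells quantified by luminescent ATP measurement. Medium: phenol red-free DMEM, 5% equine and 5% calf serum.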
# Tau fibril FP: qHTS for Inhibitors of Tau Fibril Formation, Fluorescence Polarization. Microtubule-associated protein tau (Homo sapiens), P10636. K18 P301L tau heparin fibrillization, Alexa594 FP, 6 h. Potency, µM (titrated, usually from 57.7 µM), for the others: at the top dose activity, negative = inhibition, most hits filed as inhibitors. 0.39% of 280,000 active. AID 1468, 2008; further: on the % scale 0 is the no-effect control and ±100 the full control effect; nearly all actives have a fitted effect of over 55% in size
#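 Steps: dispense K18 P301L tau (15 uM plus 0.24 uM Alexa 594 tracer, final) in pH 7 sodium acetate; add compound; add heparin (20 uM final); incubate 6 hr, 37 C; add ThT (30 uM final); after 1 hr ambient, read FP.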
# Active calls of the source: *; ? = inconclusive; . = no result given; & = joins results of further samples; [ ] = another dose, or the depositor's remark. Unless noted, the call rests on the fitted dose curve; in most records, active means well fitted curve in the direction sought with a large enough effect; inconclusive means small, poorly fitted or top-dose-only effect, or another doubt; inactive means no such curve, though single readings can be large; an effect the other way counts as inactive or inconclusive. Potency means the concentration at half of the fitted maximal effect. Some of the compounds tested; count on the stated rates, not on these rows.
SMILES,Tau fibril ThT,Tau fluor cs,SMN2 splice up,HTT aggregate,ALDH1A1 inh,KDM4E inh,HTT cytoprotect,Tau fibril FP
CC1=C(C(=O)Nc2ccc(C)cc2C)C(c2cccs2)n2nc(SCc3ccc(Cl)cc3)nc2N1 (stereo unspecified),-5%,-3%,-2%,.,.,.,.,-5%
CCOC(=O)CCc1c(C)c2ccc(OCC(=O)OC(C)C)cc2oc1=O,-17%,-11%,0%,0%,?,?,-30%[10 µM],1%
COc1cc(NC(=O)C2CC2)c(OC)cc1NC(=O)CCC(=O)NC1CCN(Cc2ccccc2)CC1,-1%,2%,5%,11%,2%,6%,?,-2%
CCOC(=O)c1ccc(N2C(=O)c3n[nH]c(-c4cccs4)c3C2c2ccc(C(C)C)cc2)cc1 (stereo unspecified),-4%,-26%,-11%,.,.,.,.,?
Cc1ccc(-c2c3c(=O)n(C)c(=O)n(C)c3cn2Cc2cccnc2)cc1,-10%,-6%,-2%,10%,?,-3%,-5%,-2%
Cc1ccc(-c2nn(CC(=O)NCc3cc(-c4nn(C)c(=O)c5ccccc45)ccc3C)c(=O)c3ccccc23)cc1,-4%,-3%,-41%[inhibitor],-18%,-1%,-25%,6%,5%
O=C(COc1ccc(/C=N/NC(=O)C(=O)N2CCCCCC2)cc1)Nc1ccccc1Cl,-7%,-7%,2%,?,-1%,-1%,27%[10 µM],6%
COc1cccc(N2CCN(C(=O)c3ccc(Cn4c(=O)[nH]c5cc(OC)c(OC)cc5c4=O)cc3)CC2)c1,?,?,-7%,.,.,.,.,-12%
O=C(Nc1cc(Cl)ccc1O)c1snnc1-c1ccccc1,-7%,?,-41%[inhibitor],16µM*,-10%,2%,-67%[inhibitor],16%
CC1CC(C)CN(C(=O)c2ccc(NC(=O)c3ccc(=O)[nH]c3)cc2)C1 (stereo unspecified),-4%,-14%,5%,9%,-6%,3%,.,-4%

# The final 3 entries of the part above come first, to join the parts.
SMILES,Tau fibril ThT,Tau fluor cs,SMN2 splice up,HTT aggregate,ALDH1A1 inh,KDM4E inh,HTT cytoprotect,Tau fibril FP
COc1cccc(N2CCN(C(=O)c3ccc(Cn4c(=O)[nH]c5cc(OC)c(OC)cc5c4=O)cc3)CC2)c1,?,?,-7%,.,.,.,.,-12%
O=C(Nc1cc(Cl)ccc1O)c1snnc1-c1ccccc1,-7%,?,-41%[inhibitor],16µM*,-10%,2%,-67%[inhibitor],16%
CC1CC(C)CN(C(=O)c2ccc(NC(=O)c3ccc(=O)[nH]c3)cc2)C1 (stereo unspecified),-4%,-14%,5%,9%,-6%,3%,.,-4%
CC(=O)N(CN1C(=O)c2ccccc2C1=O)c1cccc(C)c1,-5%,1%,-4%,-7%[9.22 µM],-2%,0%,5%,7%
O=C(c1cccc([N+](=O)[O-])c1)c1cc2ccccc2o1,-1%,-10%,-15%,2%,5%,-15%,18%[0.074 µM],-9%
O=C(Nc1ccc(S(=O)(=O)N2CCCCCC2)cc1)c1ccc(Br)o1,-6%,?,5%,?,3%,-23%,-13%,?
O=C1CSC(c2ccccc2)N1c1nnc(C23CC4CC(CC(C4)C2)C3)s1 (stereo unspecified),-6%,-7%,-6%,-2%,2%,4%,0%,5%
O=S(=O)(Nc1ccc(N2CCCCC2)cc1)c1ccccc1F,?,?,.,1%[9.22 µM],?,-9%,5%[10 µM],2%
Cc1ccc(C(=O)CSc2nc(-c3ccccc3)nc3c2CCCC3)cc1,-9%,-19%,-5%,.,.,.,.,-10%
Cc1scc(-c2n[nH]c(=S)n2C(C)c2ccccc2)c1C (stereo unspecified),-3%,-5%,3%,21%,?,4%,12%[10 µM],-8%
O=C(Nc1ccccc1)Nc1ccccc1C(=O)NCC1CC1,-2%,-11%,.,1%[9.22 µM],?,?,19%[10 µM],8%
CCCS(=O)(=O)N1CCC(C(=O)NCc2ccc(F)cc2)CC1,2%,-1%,-34%[inhibitor],18%,-4%,4%,.,-3%
O=C(NN=C1CCCC1)c1[nH]c2ccc(Cl)cc2c1-c1ccccc1,?,-21%,.,-25%[9.22 µM],11µM*,?,-77%[inhibitor][10 µM],0%

# Arranged by formula weight (ascending): some entries from above
SMILES,Tau fibril ThT,Tau fluor cs,SMN2 splice up,HTT aggregate,ALDH1A1 inh,KDM4E inh,HTT cytoprotect,Tau fibril FP
O=C(c1cccc([N+](=O)[O-])c1)c1cc2ccccc2o1,-1%,-10%,-15%,2%,5%,-15%,18%[0.074 µM],-9%
Cc1scc(-c2n[nH]c(=S)n2C(C)c2ccccc2)c1C (stereo unspecified),-3%,-5%,3%,21%,?,4%,12%[10 µM],-8%
O=S(=O)(Nc1ccc(N2CCCCC2)cc1)c1ccccc1F,?,?,.,1%[9.22 µM],?,-9%,5%[10 µM],2%
O=C(NN=C1CCCC1)c1[nH]c2ccc(Cl)cc2c1-c1ccccc1,?,-21%,.,-25%[9.22 µM],11µM*,?,-77%[inhibitor][10 µM],0%

# Further entries
SMILES,Tau fibril ThT,Tau fluor cs,SMN2 splice up,HTT aggregate,ALDH1A1 inh,KDM4E inh,HTT cytoprotect,Tau fibril FP
O=C(Cn1nc(-c2ccc(Cl)cc2)c2ccccc2c1=O)Nc1cccc(Br)c1,8%,?,-3%,.,.,.,.,?
Cc1ccc(CCNC(=O)c2ccc(CNS(=O)(=O)c3ccccc3)cc2)cc1,?,-19%,7%,.,.,.,.,-12%
CC1CCC(NC(=O)C(Cc2ccccc2)n2cccc2)CC1 (stereo unspecified),.,-25%,.,3%[9.22 µM],.,9%,4%[10 µM],-5%
Cc1cccc(-c2cc3nc(C)cc(NCCCn4ccnc4)n3n2)c1,-11%,-14%,-13%,11%,2%,?,-24%,2%
NCCCC(N)(C(=O)O)C(F)F (stereo unspecified),-2%&-10%,1%&-6%,?,23%&-6%,-11%&3%,?,-9%,?
CCn1c(Cc2ccc(OC)cc2)nnc1SCC(=O)Nc1nc2ccccc2s1,6%,-3%,40%,7%,?,0%,-11%,-2%
CN(C)CCOC(=O)Cc1ccc(Cl)cc1,-2%,-1%,-13%,10%,4%,5%,-4%,-4%
O=C(Nc1nncs1)c1ccccc1NS(=O)(=O)c1cccs1,5%,-4%,-4%,-25%,?,?,-2%,-5%
O=C(O)Cc1sc(-c2ccccc2Cl)nc1-c1ccccc1,-6%,0%,-21%,-3%,?,?,-81%[inhibitor],8%
COC(=O)C1=C(NC(=O)C2CCCCC2)CCS1,3%,-1%,-11%,4%,-16%,0%,12%[10 µM],3%
Cc1ccc(OCCn2c(C)c(/C=N/n3cnnc3)c3ccccc32)cc1,-18%,-10%,-14%,12%,2%,6%,-27%,-3%
COc1ccc(C(=O)c2cn(Cc3ccccc3)c3ccccc3c2=O)cc1OC,-4%,-3%,6%,.,.,.,.,-3%
Cc1nc2c(C)cccc2c2c1COC2,0%,0%,.,14%[9.22 µM],.,?,15%[10 µM],5%
COCCN(C(=O)Nc1ccc(OC)cc1OC)C1CCN(C(C)=O)CC1,1%,-2%,1%,17%,-3%,-10%,-16%,5%
Cc1cccc(CCNC(=O)CC2C(=O)NCCN2Cc2ccc(F)c(F)c2)n1 (stereo unspecified),9%,10%,.,-5%[9.22 µM],?,0%,-8%[10 µM],4%
COc1ccccc1-c1n[nH]c(=S)n1-c1ccccc1,-8%,0%,?,-7%,?,?,-134%[inhibitor],-1%
CCOC(=O)c1c(C)n(CC)c2ccc(OC(=O)c3ccc([N+](=O)[O-])cc3)cc12,-15%,-29%,10%,-1%,9%,9%,29%[10 µM],?
COc1cc(/C=N/Nc2ccccc2[N+](=O)[O-])ccc1OC(=O)c1ccccc1F,?,-16%,6.3µM*,-4%,-30%,-7%,.,8%
COc1cccc(-c2nn(-c3ccccc3)cc2CN(C)C(C)c2ccncn2)c1 (stereo unspecified),-6%,-14%,.,32%[9.22 µM],-5%,-12%,-2%[10 µM],4%
CC1(C)Cc2c(sc3nc(-c4ccccc4)oc(=O)c23)CO1,1%,-4%,?,13%,?,-13%,-39%[10 µM],1%
CCN(CC)c1ccc(C(=O)c2cnc(/N=C/N(C)C)s2)cc1,?,-10%,12%,-10%,?,-8%,18%[10 µM],-3%
O=C(CN1C(=O)NC2(CCCCCCC2)C1=O)N1CCN(C(=O)c2ccco2)CC1,-10%,-6%,23%,4%,11µM*,-2%,6%[10 µM],1%
CCC(=O)N(CCC(Cc1ccccc1)c1ccc2c(c1)OCO2)Cc1ccccc1F (stereo unspecified),-14%,-1%,-31%[inhibitor],?,?,-10%,-56%[inhibitor],2%
COC(=O)c1nnn(CC(=O)Nc2cc(F)ccc2F)c1C(=O)OC,-7%,-11%,23%,.,.,.,.,-8%
O=C(N/N=C/c1ccc2nccnc2c1)c1ccc(Br)cc1,?,-26%,.,-6%[9.22 µM],.,-15%,4%[10 µM],-1%
CCOCCCNC(=O)c1c[nH]c2ccc(S(=O)(=O)Nc3cccc(Cl)c3C)cc2c1=O,1%,?,-3%,.,.,.,.,?
COc1ccc(-c2cc(C(F)(F)F)nc(-n3cc(Cl)cn3)n2)cc1,?,-15%,-44%,-6%,?,?,-12%,-5%
CCC(C)Sc1nc2c(c(=O)n1C)SC(C)C2 (stereo unspecified),2%,0%,-12%,?,-4%,-3%,0%[10 µM],-9%
Cc1cccc(N=C2NC(=O)CS2)c1C,-14%,0%,-2%,-11%,0%,1%,14%[10 µM],-2%
